Screening data as filed in PubChem BioAssay.
human PMI inhibition = MPI enzyme activity inhibition – biochemical, fluorescence intensity, coupled assay, primary screen (AID 1209); purified PMI enzyme, coupled fluorescence intensity; higher % means a stronger effect; inhibition, % at 20 µM, or IC50 in µM where a hit was titrated; hit rate 0.42% among 190,000;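 note: plate controls were DMSO vehicle for no effect and wells lacking substrate for full effect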
Dynein transport = blocks dynein driven cargo transport along microtubules; 3617.4 mouse cells, GR-EGFP nuclear translocation imaging; test concentration mostly 20 µM; stimulated with dexamethasone, 1 µM; active compounds read low; z-score, hits read low; hit rate 0.47% among 220,000; AID 1381;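 active = plate z-score of nuclear minus cytoplasmic receptor signal below a set negative limit, without overly bright fluorescence or cell loss, cut at about -3.5 in these data, passing the limit was not always enough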;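 note: z-score of nuclear minus cytoplasmic ring GR-EGFP intensity difference per well; some compounds called inactive have numbers as strong as hits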
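Also added – dexamethasone, 1.0 µM final · Buffer or medium – tet-free, stripped-serum medium · Schedule – induction 48 h, compound 1 h, agonist 30 min · Detection – formaldehyde fixation, Hoechst nuclear stain, 10x automated fluorescence imaging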
Insulin prom up = MIN6 insulin promoter up-regulation. MIN6 insulin promoter-GFP reporter, high-content imaging; active compounds read high. z-score at 5 µM. hit rate 0.3% among 190,000;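 active = z-score above 3 at 5 µM with at least 500 cells counted in the well; inconclusive = wells under 500 cells, flagged as cytotoxic or low count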
PMI inhibition = human PMI inhibitors, high substrate, primary screen, biochemical, fluorescence intensity, high mannose 6-phosphate (AID 1220); recombinant PMI enzyme, coupled fluorescence intensity; higher % means a stronger effect; inhibition, % at 20 µM, or IC50 in µM where a hit was titrated; hit rate 0.66% among 190,000
b-catenin transl = beta-catenin nuclear translocation modulation; HeLa beta-catenin nuclear translocation, immunofluorescence imaging; nuclear translocation activity, % at 5 µM; hit rate 0.3% among 190,000; AID 1665;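 active = nuclear translocation activity above 50% at 5 µM, with a well cell count of 50 or more; inconclusive = wells under 50 cells across six images, flagged as toxic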;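 note: per-cell ratio of nuclear to cytoplasmic median beta-catenin stain intensity; plate controls were DMSO negative control for no effect and GSK-3 inhibitor IX positive control for full effect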
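System: Human HeLa cells, endogenous beta-catenin | Compound dosing: 5 µM primary, 0.02–20 µM confirmation | Timing: 24 h compound exposure at 37°C, 5% CO2 | Measured by: Fluorescence imaging of beta-catenin antibody stain plus DAPI | Read-out basis: % activation of per-cell nuclear versus cytoplasmic median beta-catenin signal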
Yfh1-off respiration = enhancers of respiration in Yfh1-depleted yeast, dose response, Friedreich's ataxia, plus single-dose screen (AID 1465); S. cerevisiae Yfh1-off respiration, WST-1 reduction, 72 h; higher fold induction means a stronger effect; fold induction at 50 µM, or EC50 in µM where a hit was titrated; hit rate 0.074% among 220,000;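 active = fold induction of absorbance versus untreated yeast above a set limit, then at least 30% activation at any dose in follow-up; inconclusive = repeats straddling the limit, or above it without dose testing; inactive = fold induction below the set limit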;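 note: activators that raise dye reduction in frataxin-depleted yeast; strong numbers were not always called active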
Autophagy mod = alters autophagy in cells. MEF GFP-LC3 puncta imaging; test concentration mostly 10 µM. hit rate 0.98% among 190,000. calls only at 10 µM (by protocol);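 active = percentage of spot-positive cells more than 3 SD above its plate mean, without a fluorescence outlier flag or 80% toxicity; inconclusive = no clear call, values can overlap the other calls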;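 note: spot-positive cell cutoff set from DMSO-treated cells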
WT yeast gro inh = growth inhibition of WT yeast, mitochondrial fusion screen | AID 1362 | hit rate 2.1% among 190,000 | mitochondrial fusion phenotypic screen, WT strain | inhibition, % at 10 µM; in the data active = inhibition above about 58%; tested in S. cerevisiae
MT stabilize HCS = microtubule stabilizers in HeLa cells; HeLa tubulin immunostaining HCS, 24 h; share of cells brighter than vehicle mean+2SD; % tubulin-high responders, % at 10 µM; hit rate 0.83% among 200,000; AID 2205;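 active = plate Z-score above 3 for both tubulin-high and condensed-nucleus cell shares, with cell loss under 80%, at 10 µM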;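 note: anti alpha tubulin signal scored within the nucleus-defined area of each cell; some results filed as inactive read as strong as hits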
WT yeast gro inh mutant strain = second read-out of WT yeast gro inh, no call of its own (marks repeat the call); inhibition, %; mitochondrial fusion phenotypic screen, mutant strain inhibition
Dynein transport cytoplasmic EGFP = further read-out of Dynein transport, marked with its call; z-score; measured here: cytoplasmic GR-EGFP intensity; active compounds read high
Dynein transport nuclear GR-EGFP = further read-out of Dynein transport, marked with its call; z-score; measured here: nuclear GR-EGFP intensity;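 lower value marks the stronger effect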
Dynein transport cell count = further read-out of Dynein transport, marked with its call; z-score; measured here: cell count per field
Insulin prom up cell count = also measured in Insulin prom up; calls as there; cell count; measured here: cytotoxicity, nuclei count;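 total cells summed across four imaged fields per well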
b-catenin transl cell count 5 µM = further read-out of b-catenin transl, marked with its call; cell count; measured here: cell count, cytotoxicity flag
MT stabilize HCS Hoechst-high % = recorded beside MT stabilize HCS, whose call it bears; % Hoechst-high responders; measured here: nuclear condensation Hoechst responders;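 share of cells brighter than vehicle mean plus two SD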
MT stabilize HCS cytotoxicity % = second read-out of MT stabilize HCS, no call of its own (marks repeat the call); toxicity, %; measured here: cytotoxicity by cell density;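 0% = mean cell density of plate MIN control wells and 100% = no cells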
Autophagy mod cell loss 18 h = second read-out of Autophagy mod, no call of its own (marks repeat the call); toxicity, %; measured here: cell loss, nuclei count;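 cell loss after 18 h compound exposure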
Numbers without * were called inactive; i = inactive; u = inconclusive; x = not tested or not shown. Cut-off read from the data, not from the text of the source, unless noted: active = inhibition above about 50%; inactive = the rest.

Results follow in this order: human PMI inhibition	Dynein transport	Dynein transport cytoplasmic EGFP	Dynein transport nuclear GR-EGFP	Dynein transport cell count	Insulin prom up	Insulin prom up cell count	PMI inhibition	b-catenin transl	b-catenin transl cell count 5 µM	Yfh1-off respiration	Autophagy mod	Autophagy mod cell loss 18 h	WT yeast gro inh	WT yeast gro inh mutant strain	MT stabilize HCS	MT stabilize HCS Hoechst-high %	MT stabilize HCS cytotoxicity %
COc1ccc(NS(=O)(=O)c2cccc(NC(=O)c3cnccn3)c2)cc1Br
  3%	2.1	-0.22	1.1	-0.97	-0.51	1549	4%	-3.9	1101	i	i	9	14	4	3.4	1.6	3.6
COc1ccc(C(=O)C2CCCN(C(=O)Cn3nc(C)cc3C)C2)cc1F (stereo unspecified)
  x	-0.19	-0.24	0.012	0.14	0.8	1018	x	0.6	1355	i	x	x	x	x	x	x	x
COc1ccc(/C=C/c2nc3ccccc3n2Cc2ccc(OC)c(OC)c2)cc1
  6%	-0.089	-0.26	0.065	0.87	-0.03	1225	4%	4.1	495	i	i	10	57	31	1.2	2.5	11
CCOc1cc(CNc2ccc3c(c2)CCC3)ccc1O
  -4%	-0.16	0.068	0.25	-0.71	-0.76	787	-20%	-2.9	1209	i	i	29	11	11	2.1	1.1	5.9
CCC(Sc1nc2cc(OC)c(OC)cc2c(=O)n1CCc1ccc(S(N)(=O)=O)cc1)C(=O)NCCOC (stereo unspecified)
  -4%	0.18	-0.24	-0.23	0.58	-0.85	1122	-4%	-0.4	1080	i	i	-12	2	19	3.5	2.2	6.8
CC(C)(C)NC(=O)COc1ccccc1C#N
  -2%	1.1	-0.24	0.85	0.14	-0.11	1191	0%	-5.6	1165	i	i	4	-3	-1	4.0	2.9	8.5
c1ccc(CNC2=NCCC2)nc1
  11%	0.89	-0.16	0.72	-0.028	-0.59	1926	2%	-0.2	1029	i	i	0	4	3	1.9	1.4	4.5
CC1CCN(CC(O)COCCOc2ccc(Br)cc2)CC1 (stereo unspecified)
  4%	-1	-0.33	-0.63	1.6	-0.6	1512	-1%	-1.2	1169	i	i	6	6	7	6.0	2.5	11
Cn1c(=O)c2c(SCC(=O)N3CCN(c4ccccc4)CC3)nc(C3CC3)nc2n(C)c1=O
  10%	-0.66	0.0013	-0.045	0.23	0.1	1385	10%	-1.7	1156	i	i	-15	24	12	1.6	2.6	3.7
CC(C)C(=O)Nc1cccc(NC(=O)c2ccc([N+](=O)[O-])cc2Cl)c1
  20%	-0.29	-0.26	-0.22	0.12	0.74	1501	13%	0.3	1060	i	i	-7	20	0	5.9	1.8	9.1
Cc1ccc(C2=[N+]([O-])C3(CCCCC/C3=N\O)N(O)C2(C)C)o1 (stereo unspecified)
  4%	-0.57	-0.26	0.37	0.5	1.1	876	-5%	-0.9	959	i	i	6	9	4	2.8	2.2	11
O=C(CCS(=O)(=O)c1cccc2nonc12)NCc1ccc(Cl)cc1
  -1%	0.51	-0.13	0.56	-0.82	1.7	1116	-1%	3.8	816	i	i	11	18	10	3.4	3.8	9.7
COc1ccc(N2CCN(Cc3nnc(-c4ccccc4)o3)CC2)cc1
  15%	0.064	-0.23	0.12	-0.073	-0.17	1494	19%	-0.5	1055	i	i	23	3	14	3.1	1.6	0.6
Cn1nnnc1SCC(=O)NC(C)(C)C
  2%	-0.094	0.063	0.46	0.11	-0.13	1419	5%	-3.9	917	i	i	4	6	4	3.9	2.5	7.4
COCCOC(=O)c1[nH]c2c(c1C)C(=O)CC(c1cc(OC)ccc1OC)C2 (stereo unspecified)
  12%	0.29	-0.21	0.39	0.38	-0.4	1978	13%	1.4	1090	i	i	-3	12	1	4.2	2.8	9.4
COCCN1CC(O)=C(c2nc3ccccc3c(=O)[nH]2)C1=N
  10%	0.57	0.15	0.27	0.47	0.56	1184	6%	-1.0	1252	i	i	-6	3	-29	3.1	2.3	0.7
COCCN1C(=O)c2oc3ccccc3c(=O)c2C1c1cccc(O)c1 (stereo unspecified)
  4%	0.88	-0.12	0.76	-0.97	0.09	912	7%	x	x	i	i	8	3	-1	4.3	2.6	0.5
COc1cccc(/C=N/Nc2ncc(C(F)(F)F)cc2Cl)c1O
  -15%	0.2	-0.21	-0.36	0.19	u	x	-16%	2.0	267	i	i	28	-4	3	4.0	1.6	16
COCCOC(=O)c1c(NC(=O)CSc2cccc[n+]2[O-])sc(C(N)=O)c1C
  -6%	-0.8	-0.33	-0.31	0.84	-0.73	1254	-8%	-2.1	1112	i	i	-8	-4	1	1.3	1.9	12
CCCn1c(SCC(=O)N2CCN(c3ccccc3)CC2)nc2ccccc2c1=O
  10%	0.45	-0.27	0.66	-0.31	-0.68	1225	8%	x	x	i	i	-1	29	20	1.8	1.7	7.1
COc1ccc(OC)c(C2NC(=O)NC(C)=C2C(=O)Nc2ccc(C)cc2C)c1 (stereo unspecified)
  0%	-0.67	-0.15	-0.3	0.59	0.12	1161	7%	-5.3	936	i	i	5	4	3	5.9	2.3	4.9
COc1ccc(NC(=O)COC(=O)CNC(=O)c2cc(OC)c(OC)c(OC)c2)cc1
  -7%	-0.28	-0.26	-0.22	0.72	-0.14	1323	-8%	1.6	551	i	i	4	-14	8	1.5	1.8	4.3
CC1(C)N=C(N)NC(Nc2ccccc2)=N1
  -6%	-0.38	-0.22	-0.9	0.58	-0.6	1581	-6%	-3.0	1361	i	i	15	-5	-26	2.4	1.5	3.5
CC(C)n1c(O)c(N=NC(=O)Cn2ccc(C(F)(F)F)n2)c2ccccc21
  17%	-0.26	-0.23	-0.15	0.28	0.25	1517	13%	2.2	1046	i	i	-41	0	2	9.9	3.3	1.1
COC(=O)/C(C#N)=C/c1ccc(-c2ccc(S(N)(=O)=O)cc2)o1
  x	3.6	0.37	3.2	-1.4	0.55	728	x	-0.3	1344	i	x	x	x	x	x	x	x
O=C(NNC(=O)c1cc(OCC(F)(F)F)ccc1OCC(F)(F)F)c1ccc(Cl)c(Cl)c1
  16%	x	x	x	x	0.66	1719	16%	2.1	911	i	i	-1	14	13	1.5	1.2	14
O=C(CCSc1nnc(-c2ccco2)o1)Nc1ccccc1
  -8%	-0.47	-0.34	-0.49	0.68	1	1289	4%	-5.4	794	i	i	-4	-3	10	4.6	3.2	8.3
CN(C[C@H](Cc1ccccc1)N(C[C@H](Cc1cccc2ccccc12)N(CCc1ccccc1)N=O)N=O)N=O
  x	0.062	-0.74	0.063	-0.0076	-1.2	870	x	0.3	1231	i	x	x	x	x	x	x	x
CCOC(=O)N1CCC(N(CCN(C)C)C(=S)Nc2cc(C)cc(C)c2)CC1
  6%	0.58	-0.18	0.34	-1.1	0.15	1376	-4%	-0.1	1103	i	i	1	5	12	1.7	2.0	12
CCN(CC)CC(=O)c1c[nH]c2ccccc12
  -12%	0.34	0.038	0.54	-0.14	0.32	1392	-10%	-6.9	962	i	i	2	-6	-3	7.1	1.2	5.8
COc1ccc(C2=NOC(CNC(N)=S)C2)cc1 (stereo unspecified)
  -5%	2.8	0.13	1.7	-2.3	-0.1	1181	-2%	x	x	i	i	9	16	0	2.6	1.6	2.4
CN(C)c1ccc(C(=S)N2CCN(C(=S)Nc3cccc4ccccc34)CC2)cc1
  19%	0.38	-0.37	-0.37	-0.44	1.2	1536	52%*	-0.5	963	i	i	3	-5	0	3.0	2.8	0.1
CCC(=O)Nc1nc(C)c(-c2csc(Nc3ccccn3)n2)s1
  9%	-0.97	-0.3	-0.3	0.59	-0.02	1568	22%	0.4	1058	i	i	4	33	23	4.7	2.7	3.2
CC(C)(C)c1ccc(NC(=O)Nc2ccc3ccccc3n2)cc1
  x	-0.26	-0.13	0.78	-0.53	-0.54	963	x	-0.5	1314	i	x	x	x	x	x	x	x
Cc1cc2nc3c(c(=O)n2[nH]1)CCCC3
  15%	0.12	-0.2	0.42	-1.2	0.02	1331	12%	x	x	i	i	-12	16	-2	2.7	1.1	5.5
O=C(NCCc1ccccc1)c1ccc(Br)o1
  2%	-0.55	0.055	-0.23	0.02	0.5	1460	6%	-3.2	1002	i	i	6	20	3	3.7	2.0	3.3
Cc1nc2ccccc2nc(C)c1=NOCc1ccc(Cl)cc1Cl
  20%	-0.73	0.034	-0.59	0.89	-0.46	1256	15%	0.0	1177	i	i	12	68*	2.9*	1.6	3.9	4.2
COc1ccc(C(=O)/C=C\c2ccc(NC(=O)c3cccs3)cc2)cc1
  13%	0.69	-0.19	0.34	-0.45	0.22	1157	8%	-0.7	1313	i	i	-1	-18	9	1.6	1.7	4.8
Cc1nn(-c2cc(N3CCCCC3)ccc2N)c(=O)c2ccccc12
  26%	0.068	-0.083	0.47	0.33	0.23	1267	26%	0.5	1162	i	i	-9	1	13	3.5	1.7	6.3
COc1cccc(NC(=S)N(CCc2c(C)[nH]c3ccccc23)Cc2cccs2)c1
  1%	-0.75	-0.24	0.53	0.3	-0.1	1446	-1%	-0.5	504	x	i	28	34	-16	3.7	2.8	7.4
